# 12-LOX inh: inhibitors of human 12S-lipoxygenase ALOX12; P18054; purified 12hLO, xylenol orange hydroperoxide absorbance; Potency, µM (highest dose often 108 µM), for inactives: at the highest dose activity change, negative = inhibition, most hits filed as inhibitors; actives 1.1% (n = 580,000); AID 1671190; further: potency means the concentration at half of the fitted maximal effect; on the % scale 0 is the no-effect control and ±100 the full control effect
#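 Purified human 12hLO (150 nM final) in 25 mM Hepes, 0.01% Triton X-100, pH 7.0 was preincubated 15 min at room temperature with compound. Then 40 uM arachidonic acid was added, 30 min. Hydroperoxide was read by Fe-XO absorbance ratio 573/405 nm.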
# POLK inh: blocks human DNA polymerase kappa activity; Q9UBT6; Potency, µM (series often up to 107 µM), for inactives: at the highest dose activity, negative = inhibition, usual class: inhibitors; actives 0.53% (n = 400,000); AID 588579; purified Pol kappa, fluorescent DNA synthesis assay, 10 min; further: potency means the concentration at half of the fitted maximal effect; on the % scale 0 is the no-effect control and ±100 the full control effect
# Target sequence (Q9UBT6 whole entry, looked up): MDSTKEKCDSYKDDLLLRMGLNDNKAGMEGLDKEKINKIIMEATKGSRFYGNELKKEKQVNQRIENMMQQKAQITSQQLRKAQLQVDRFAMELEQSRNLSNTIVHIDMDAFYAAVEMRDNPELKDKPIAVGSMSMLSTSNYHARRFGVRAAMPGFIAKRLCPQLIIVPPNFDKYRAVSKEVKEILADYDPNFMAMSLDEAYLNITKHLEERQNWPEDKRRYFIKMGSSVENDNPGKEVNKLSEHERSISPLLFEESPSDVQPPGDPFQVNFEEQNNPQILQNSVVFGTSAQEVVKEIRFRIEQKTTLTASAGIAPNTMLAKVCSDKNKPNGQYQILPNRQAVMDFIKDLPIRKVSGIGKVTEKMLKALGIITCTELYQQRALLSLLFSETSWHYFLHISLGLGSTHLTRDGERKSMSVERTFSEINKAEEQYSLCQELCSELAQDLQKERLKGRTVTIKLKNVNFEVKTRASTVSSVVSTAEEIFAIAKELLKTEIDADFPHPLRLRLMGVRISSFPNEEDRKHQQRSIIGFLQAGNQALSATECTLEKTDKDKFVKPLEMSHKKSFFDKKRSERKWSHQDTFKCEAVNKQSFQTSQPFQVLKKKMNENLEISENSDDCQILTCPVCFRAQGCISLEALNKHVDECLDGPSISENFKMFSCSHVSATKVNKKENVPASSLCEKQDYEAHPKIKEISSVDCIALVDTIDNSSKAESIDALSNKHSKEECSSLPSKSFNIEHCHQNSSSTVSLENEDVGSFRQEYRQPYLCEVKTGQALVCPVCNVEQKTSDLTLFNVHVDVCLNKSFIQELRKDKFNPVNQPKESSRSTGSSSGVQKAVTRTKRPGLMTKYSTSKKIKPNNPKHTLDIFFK
#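 Pol kappa 10 nM + cpd, 15 min RT; start w/ substrate 50 nM final; fluorescence kinetic read, 0 and 10 min. Neg ctrl: buffer, no enzyme.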
# Anesthetic bind: candidate novel general anesthetic via apoferritin binding. P02791. apoferritin/1-aminoanthracene competitive binding, fluorescence. Potency, µM (highest dose often 77.5 µM), without a hit: at the highest dose activity change, negative = displacement, hits mostly inhibitors. actives 0.074% (n = 350,000); further: potency means the concentration at half of the fitted maximal effect; on the % scale 0 is the no-effect control and ±100 the full control effect; nearly all actives have a fitted effect of over 20% in size
#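 Horse-spleen apoferritin (10 uM) was mixed with 50% saturated 1-aminoanthracene in PBS, exposed to compounds for 10 min at room temperature, and read for fluorescence (ex 380 nm, em 535 nm). Competitive displacement was fitted with a four-parameter Hill equation.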
# Pol eta inh: blocks human DNA polymerase eta activity; Q9Y253; recombinant Pol eta, fluorescent DNA replication assay; Potency, µM (titrated, usually from 114 µM), without a hit: top-dose activity change, negative = inhibition, most hits filed as inhibitors; actives 1.2% (n = 390,000); AID 588591; further: potency means the concentration at half of the fitted maximal effect; on the % scale 0 is the no-effect control and ±100 the full control effect
#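 Pol eta (10 nM) was preincubated with compounds for 15 min at room temperature, after which fluorescent replication substrate (50 nM final) was added to start the reaction. Fluorescence was read kinetically at 0 and 10 min.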
# LDHA block: inhibitors of human lactate dehydrogenase A. actives 0.15% (n = 480,000). purified LDHA, NADH/diaphorase-resazurin fluorescence; active compounds read low. P00338. activity change, % (values are at about 110 or 230 µM); in the data active means activity change below about -30%; inconclusive means mostly about -25% to -30%;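 further: plate controls were DMSO wells for no effect and wells without enzyme for full effect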
#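 Enzyme activity of human lactate dehydrogenase 5 (2 nM; 0.06 mM NADH, 0.2 mM pyruvate, 5 min, RT) is measured via a resazurin/diaphorase fluorescence readout of residual NADH.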
# Pol beta inh: DNA polymerase beta (human) inhibition. P06746. Pol beta primer extension/strand displacement, fluorescence kinetic. Potency, µM (doses to about 114 µM), without a hit: top-dose activity change, negative = inhibition, most hits filed as inhibitors. actives 1.3% (n = 340,000). AID 485314; further: potency means the concentration at half of the fitted maximal effect; on the % scale 0 is the no-effect control and ±100 the full control effect
#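 Pol beta (10 nM) and compounds were preincubated 15 min at room temperature, then 50 nM substrate (final) started primer extension/strand displacement. Reads were taken at 0 and 10 min; concentration-response data were fitted to a four-parameter Hill equation.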
# ERG-DNA inh: inhibitors of human ERG Ets domain-DNA interaction; P11308; fluorescence polarization, His-ERG Ets domain / labelled DNA; Potency, µM (doses to about 76.9 µM), for inactives: at the top dose FP activity, negative = inhibition, most hits filed as inhibitors; actives 0.028% (n = 370,000); AID 624246; active means well fitted inhibition curve with a large enough effect in the polarisation, with a control signal flat; inconclusive means small, poorly fitted or top-dose-only effect, or effect the other way, or a change in a side signal; inactive means no such curve, though single readings can be large or run the other way; the % refers to the polarisation;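 further: polarization taken with two DNA probes labelled with fluorescein and Texas red; potency means the concentration at half of the fitted maximal effect; % of control where 0% means no effect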
#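 His-tagged ERG Ets domain (1 uM in the protein solution; 300mM KCl, 50mM Tris-HCl, 1mM EDTA, 1mM DTT, pH 7.5) received compound, then a probe mix of 5 nM fluorescein-DNA and 100nM Texas-615-DNA. Fluorescence polarization was read for both dyes.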
# APEX1 inh: blocks human APE1 abasic DNA cleavage; recombinant APE1, TAMRA/BHQ-2 abasic DNA cleavage fluorescence; actives 0.35% (n = 350,000); Potency, µM (highest dose often 65.8 µM), for inactives: at the highest dose activity change, negative = inhibition, actives largely listed as inhibitors; P27695;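 further: potency means the concentration at half of the fitted maximal effect; plate controls were vehicle for no effect and reference inhibitor for full effect; nearly all actives have a fitted effect of over 55% in size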
#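 0.75 nM APE1 + cpd, 15 min RT; start w/ 50 nM TAMRA/BHQ-2 THF-abasic dsDNA; kinetic fluor 525/598 nm ×3 reads @60 s; Δ(read3−read1); normalized to DMSO and NSC13755 control wells.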
# RGS4 inhibitor: human RGS4 inhibition; Transcreener GDP fluorescence polarization, RGS4-accelerated GTP hydrolysis; P49798; AID 504845; Potency, µM (top dose mostly 114 µM), for inactives: at the top dose activity change, negative = inhibition, actives largely listed as inhibitors; actives 0.039% (n = 390,000); further: potency means the concentration at half of the fitted maximal effect; on the % scale 0 is the no-effect control and ±100 the full control effect; nearly all actives have a fitted effect of over 75% in size; some results filed as inactive show a strong effect at the top dose
# Target sequence (P49798 whole entry, looked up): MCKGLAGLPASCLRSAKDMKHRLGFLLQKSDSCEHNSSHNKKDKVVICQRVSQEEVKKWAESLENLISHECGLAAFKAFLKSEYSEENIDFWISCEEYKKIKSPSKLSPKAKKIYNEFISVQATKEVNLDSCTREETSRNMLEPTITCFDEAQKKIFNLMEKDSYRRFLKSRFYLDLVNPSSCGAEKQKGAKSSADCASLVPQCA
#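 MLSMR compounds (23 nl, pin-transferred) preincubated 10 min at room temperature with a 500nM (2x) first reagent, then RGS4 at 900nM (2x) plus Transcreener GDP mix added; fluorescence polarization (620/688 nm) read before and after 90 min at 30 °C.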
# An asterisk follows results filed as active; u = inconclusive; x = no result given; & = joins results of further samples; [ ] = remark or other dose. Unless noted, the call rests on the fitted dose curve; in most records, active means well fitted curve in the direction sought with a large enough effect; inconclusive means small, poorly fitted or top-dose-only effect, or another doubt; inactive means no such curve, though single readings can be large; an effect the other way counts as inactive or inconclusive. An excerpt. The share of hits here may be higher or lower than overall.
compound	12-LOX inh	POLK inh	Anesthetic bind	Pol eta inh	LDHA block	Pol beta inh	ERG-DNA inh	APEX1 inh	RGS4 inhibitor
CS(=O)(=O)c1nc([N+](=O)[O-])nn1CCCc1ccccc1	x	-8%	x	-17%	12	x	0%	x	-36%
N#CCSc1nc(-c2ccccc2)cs1	-4%	-6%	u	-16%	-4	-4%	6%	15%	-17%
Cc1ccc(C)c(NS(=O)(=O)c2ccc3oc(=O)ccc3c2)c1	u	-7%	0%	-17%	0	-16%	-4%	14%	-11%
CCc1ccc(NC(=O)C(C)Sc2ccc(S(=O)(=O)N3CCN(C)CC3)cn2)cc1 (centres undefined)	0%	9%	x	-15%	3	x	5%	11%	-1%
O=C(CCCN1C(=O)/C(=C\c2cccs2)SC1=S)Nc1ccc(C(=O)O)cc1	-22%	-24%	-9%	-13%	1	-3%	13%	9%	11%
O=C(N/N=C\c1ccc([N+](=O)[O-])s1)c1cncc(Br)c1	-6%	-6%	0%	22%	-4	u	-3%	-6%	14%[11.4 µM]
COc1cccc(/C=N/NC(=S)Nc2cccnc2)c1	-16%	-7%	-8%	-13%	-3	34%	-5%	-1%	-27%
COc1cc(/C=C2/C(=O)NN(c3ccc(Cl)c(Cl)c3)C2=O)cc([N+](=O)[O-])c1O	35µM*	-86%	u	20µM*	-1	20µM*	-6%	-21%	-8%
COc1ccc(C(=O)Nn2c(SCC(=O)NCc3ccco3)nc3ccccc3c2=O)cc1	10%	-6%	u	-13%	-6	16%	3%	11%	-43%
O=C(CCS(=O)(=O)c1ccc(Cl)cc1)Nc1nc(-c2ccncc2)cs1	-14%	1%	3%	-3%	-12	7%	-3%	-4%	-24%
Cc1cc(=O)[nH]c(SCC(=O)N2CC3(C)CC2CC(C)(C)C3)n1 (centres undefined)	-3%	-6%	x	-10%	-5	x	-11%	14%	-6%
Cc1cc(=O)[nH]c(SCC(=O)NCCC2=CCCCC2)n1	50%	1%	-9%	-17%	1	11%	1%	0%	12%
O=C(c1cccc(F)c1)N1CCCC(C(=O)N2CCCC2)C1 (centres undefined)	0%	3%	-2%	11%	-15	36%	-3%	5%	56%[activator]
CN1CCN(C(=S)c2ccc(Br)cc2)CC1	-5%	-6%	-10%	-15%	-10	3%[57.1 µM]	-3%	-1%	u
Cc1ccc(NC(=O)CN(C)Cc2cc(=O)n3ccsc3n2)cc1	-9%	-26%	-10%	13%	-7	0%	-1%	1%	36%
CC(C)OCCCNC(=O)C1CCN(S(=O)(=O)c2ccc3nc4c(c(C(=O)O)c3c2)CCCCC4)CC1	-16%	-5%	3%	-20%	-3	0%	5%	-10%	9%
CCC(=O)Nc1cccc(NC(=O)c2ccccc2Br)c1	2%	-5%	-1%	-3%	-8	30%	0%	6%	0%
COc1cc(/C=N/NC(=O)c2c(-c3c(Cl)cccc3Cl)noc2C)ccc1OCC(N)=O	7%	-8%	-18%	-22%	-5	-3%	12%	-4%	-2%
O=C(/C=C/c1ccccc1Cl)N1CCC(c2nc3ccccc3o2)CC1	u	-4%	0%	-17%	1&-7	1%	-2%	x	5%
CCc1nnc(NC(=O)C2CCCN(c3nc4ccccc4s3)C2)s1 (centres undefined)	-7%	-7%	-14%	-20%	-3	-20%	-1%	0%	-16%
CC(C)c1ccc(OCC(O)CN2CCCC2)cc1 (centres undefined)	-10%	-5%	-12%	-8%	-2	16%	10%	30%	-12%
Cc1ccn2c(C(=O)CSc3ccccc3)c(C)nc2c1	-3%	-12%	-11%	3%	-14	12%	-6%	-7%	-12%
C=CCNc1nc2ccccc2nc1NS(=O)(=O)c1ccc(F)cc1	0%	-6%	11%	-14%	-3	14%	3%	-5%	-7%
COC(=O)c1sc(N)c(C(=O)OC)c1Cn1ncc(Cl)c(Cl)c1=O	1%	-16%	2%	u	1	-21%	1%	51%	-26%
CCN(CC(=O)Nc1ccc(NC(C)=O)cc1)C(=O)c1cn(-c2ccccc2)nc1-c1cccs1	-13%	-23%	x	-9%	0	x	-4%	-21%	2%

# Complete entries, quoted from the list. Order of screens: 12-LOX inh, POLK inh, Anesthetic bind, Pol eta inh, LDHA block, Pol beta inh, ERG-DNA inh, APEX1 inh, RGS4 inhibitor
# Profile of Cc1ccn2c(C(=O)CSc3ccccc3)c(C)nc2c1 : -3%, -12%, -11%, 3%, -14, 12%, -6%, -7%, -12%
# Profile of COC(=O)c1sc(N)c(C(=O)OC)c1Cn1ncc(Cl)c(Cl)c1=O : 1%, -16%, 2%, u, 1, -21%, 1%, 51%, -26%

# (more compounds)
compound	12-LOX inh	POLK inh	Anesthetic bind	Pol eta inh	LDHA block	Pol beta inh	ERG-DNA inh	APEX1 inh	RGS4 inhibitor
Cc1ccc(C2=NS(=O)(=O)N(C)C(C(=O)Nc3ccc(F)cc3F)=C2)cc1	-18%	-2%	u	-28%	-4	-20%	2%	5%	-7%
COc1ccc(-n2c(O)c(/C=N/NS(=O)(=O)c3ccc(C)cc3)c3ccccc3c2=O)cc1OC	u	-18%	46%[activator]	-16%	3	u	121%[activator]	3%	-20%
O=C(NCc1ccncc1)C(F)(F)C(F)(F)C(=O)NCc1ccncc1	169%[activator]	11%	-8%	-12%	-5	6%	-6%	0%	1%
CC(=O)Nc1ccc(NC(=O)CCN2C(=O)C3CC=CCC3C2=O)cc1 (centres undefined)	127%[activator]	2%	x	-10%	0	x	8%	7%	18%
COCCSc1ccccc1C(=O)Nc1cccnc1	22µM*	4%	-7%	-7%	-3	-3%	-2%	-1%	-7%
COc1ccccc1N1CCN(CCCNC(=O)Nc2ccccc2C)CC1	0%	-1%	-12%	-16%	1	23%	3%	0%	3%
O=C(Nc1ccc(Cl)cc1)c1ccc2snnc2c1	-9%	7%	-15%	-16%	-1	0%	-2%	38%	-4%
O=C(CSc1nccc(-c2ccc(Br)cc2)n1)NCCc1ccccc1	6%	3%	6%	11%	0	-4%	x	-9%	2%
NC(=O)c1cnn(-c2cc(Oc3ccccc3)ncn2)c1N	-10%	-4%	0%	-6%	-7	-12%	-1%	1%	-12%
CCOc1ccc(NC(=O)c2cn3c4c(ccc(Cl)c4c2=O)OC(C)C3)cc1 (centres undefined)	-13%	-9%	-4%	-6%	-4	1%	0%	x	1%
Cc1onc(-c2ccc(Cl)cc2Cl)c1C(=O)/C=C/N(C)C	-13%	-8%	-2%	22%	-4	u	-1%	-1%	17%
CCOc1ccc(S(=O)(=O)N(CC(=O)NCCSc2ccc(C)cc2)c2ccccc2)cc1	-10%	3%	-3%	-6%	-5	0%	-3%	x	3%
CCOC(=O)Nc1ccc(S(=O)(=O)Nc2cc(C)nc(C)n2)cc1	-7%	-10%	-5%	-7%	-9	-11%	1%	4%	20%
CCOC(=O)N1CCC(N2C(=O)c3ccccc3C2Nc2ccc3c(c2)OCCO3)CC1 (centres undefined)	240%[activator]	-6%	-21%	2%	10	1%	-15%	-3%	-5%
O=C(NN1c2ccccc2CCc2ccccc21)c1ccccc1Br	0%	-7%	5%	12%	-2	u	-9%	-4%	3%
O=C(CN1C(=O)c2cccc3cccc1c23)N1CCN(Cc2ccc3c(c2)OCO3)CC1	u	-3%	-2%	-10%	8	0%	-5%	-5%	-22%
CCOC(OCC)c1nc(N)[nH]c(=O)c1CCCCc1ccccc1	16%	-2%	x	-1%	4	x	0%	x	-3%
CC1CCCCC1NC(=O)CCc1nc2sc3c(c2c(=O)[nH]1)CCCC3 (centres undefined)	u	-31%	x	u	4	x	11%	13%	-36%
CC1(C)CC(NC(=S)Nc2ccc(S(N)(=O)=O)cc2)CC(C)(C)N1	-6%	-9%	-3%	17%	-5	12%	13%	3%	-17%
COc1ccc(Cc2nc3ccc(S(=O)(=O)N4CCOCC4)cc3[nH]2)cc1OC	-6%	-12%	u	3%	3	5%	-7%	-2%	-24%
CCOC(=O)Cc1csc(SC(C)C(=O)NC2CCCCC2C)n1 (centres undefined)	-14%	-3%	x	-4%	-7	x	x	10%	-28%
CCC(Sc1nc2nccnc2c(=O)n1Cc1ccc(F)cc1)C(=O)NC1CCCCC1 (centres undefined)	-4%	-6%	-10%	-7%	-1	-11%	2%	x	-11%
O=c1c(Cc2ccc(F)cc2)c(O)ccn1CCc1cnc[nH]1	-2%	-7%	-5%	5%	-1	17%	4%	0%	5%
c1ccc2cc(CCO[C@H]3CCCCO3)ncc2c1	-9%	-8%	x	-1%	-3	x	2%	-20%	13%
O=C(NCCC1CCCCN1S(=O)(=O)c1ccccc1)C(=O)NCc1ccccc1 (centres undefined)	2%	-16%	x	-5%	-5	x	4%	3%	7%
Cn1c(=O)n(Cc2ccccc2F)c(=O)c2c1nc1n2CCN1Cc1ccco1	-6%	-3%	-9%	-16%	-3	6%	13%	7%	-28%
COCCNC(=O)/C=C/c1c(Cl)cccc1Cl	-24%	-15%	-7%	-9%	-2	13%	0%	-2%	5%
CCCC(=O)Nc1cccc2c1CCCC2	17%	u	-16%	-3%	-7	9%	-13%	2%	32%

# Screening data: PubChem, National Center for Advancing Translational Sciences (NCATS)
